# Screening data from PubChem BioAssay.
# PolyA inhibitor – polyadenylation inhibitors in yeast reporter cells, primary screen, luminescence, S. cerevisiae | 300,000 compounds, 0.02% hits | S. cerevisiae SKY197-pL101 polyadenylation reporter, beta-gal luminescence; efflux-impaired pdr1/pdr3 knockout yeast; score 100 = 6 SD above DMSO | calls only at 12 µM;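 active = lowest replicate activity score at least 50, where 100 means six control SD above control mean; inconclusive = lowest score under 50 but half or more replicates reach 50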;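 note: yeast exposed to compound for 9 h at 30 °C; higher score means more reporter readthrough which indicates perturbed polyadenylation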
# RGS4 pot – RGS4 potentiators or activators, primary screen, cell-based, HEK293 M3R inducible RGS4, calcium flux; 310,000 compounds, 0.92% hits; carbachol calcium flux Fluo4; active compounds read low; AID 463111, 2010; B-score at 10 µM;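 active = B-score of the integrated calcium signal more than 4 SD below the library mean, with starting fluorescence not abnormally high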;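 note: negative B-score means reduced calcium response which marks RGS4 activation or potentiation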
#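 test system = HEK293 cells with stable M3R and inducible RGS4 | schedule = recording 10 s baseline at 1 Hz, 100 s post-agonist | technique = Fluo4-AM (2 µM) calcium-flux fluorescence, kinetic read | measure = Agonist-evoked peak-minus-minimum fluorescence over baseline, integrated ratio, B score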
# GSK3 alpha inh – blockers of GSK3A enzyme activity – biochemical, luminescence, cell-free homogeneous, HTS, primary screen | GSK-3 alpha kinase, ADP-Glo luminescence, 60 min | inhibition, % at 10 µM | 320,000 compounds, 0.1% hits;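 in the data active = inhibition above about 50%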;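 note: GST-tagged GSK-3 alpha with peptide substrate and 25 µM ATP; 0% = DMSO neutral wells and 100% = GW8510 positive control wells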
# KCNK9 inh – KCNK9 potassium channel inhibitors, primary screen, HEK293 cells, thallium flux | Potassium channel subfamily K member 9 (Homo sapiens), Q9NPC2 | FluxOR thallium flux fluorescence; active compounds read low | B-score at 10 µM | 310,000 compounds, 1.2% hits | AID 488922, 2010;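 active = ratio B-score over 3 SD below the library mean, with starting fluorescence within 5 SD of its mean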;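 note: negative B-score means less thallium flux so channel inhibition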
# Target sequence (Q9NPC2 whole entry, looked up): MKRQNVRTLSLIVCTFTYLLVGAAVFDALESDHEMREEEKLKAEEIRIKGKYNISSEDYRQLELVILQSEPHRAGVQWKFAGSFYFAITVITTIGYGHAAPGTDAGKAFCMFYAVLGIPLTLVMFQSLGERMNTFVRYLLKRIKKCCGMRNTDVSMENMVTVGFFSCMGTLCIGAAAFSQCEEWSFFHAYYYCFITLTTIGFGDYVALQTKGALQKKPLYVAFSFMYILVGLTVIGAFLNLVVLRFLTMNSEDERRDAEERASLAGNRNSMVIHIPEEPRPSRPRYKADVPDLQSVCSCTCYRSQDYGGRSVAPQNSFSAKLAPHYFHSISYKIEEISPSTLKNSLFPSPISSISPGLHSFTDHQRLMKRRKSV
# GSK3B inh – human GSK3beta kinase inhibitors, primary screen, biochemical, cell-free homogeneous, HTS | Glycogen synthase kinase-3 beta (Homo sapiens), P49841 | GST-GSK3beta kinase, ADP-Glo luminescence, 60 min; active compounds read low | activity score (negative = inhibition), % at 10 µM | 300,000 compounds, 0.038% hits | AID 2097, 2009;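 active = more than half of replicate wells score below -50%, meaning over 50% inhibition versus plate controls; inconclusive = some replicates but at most half score below -50%; inactive = no replicate scores below -50%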;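 note: 0% = median DMSO wells and -100% = median GW8510 positive control wells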
#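 Assay system: GST-fused GSK3beta enzyme, cell-free / Medium: Tris pH 7.5 buffer with MgCl2, DTT, BSA, heparin / Also added: peptide substrate plus 25 µM ATP (final) / Compound: 10 µM single point / Timing: kinase reaction with compound 60 min at room temperature / Detection: ADP-Glo luminescence / Benchmarks: DMSO neutral wells and GW8510 at 20 µM as positive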
# hERG protect – hERG rescue from dofetilide block, primary screen, cell-based, CHO-hERG, FluxOR thallium flux, dofetilide IC70; Voltage-gated inwardly rectifying potassium channel KCNH2 (Homo sapiens), Q12809; dofetilide IC70 present; activation (rescue from dofetilide block), less the hit threshold, % at 10 µM; 310,000 compounds, 0.51% hits; AID 1511, 2009;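 active = activation above the mean of controls blocked by dofetilide plus 5 SD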;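 note: thallium influx through hERG after potassium depolarization seen as dye fluorescence rise; in these data hits start at about 4.7%; inactives centre near -7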
# KCNQ1 inh – inhibitors of human KCNQ1 channel, primary screen, cell-based, thallium flux, high-throughput; B-score at 10 µM; CHO-K1 KCNQ1, FluxOR thallium flux fluorescence; active compounds read high; Potassium voltage-gated channel subfamily KQT member 1 (Homo sapiens), P51787; 310,000 compounds, 1.3% hits;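 active = compounds whose thallium flux B-score, printed positive for inhibition, exceeds three library SD while starting fluorescence stays within three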;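 note: channel opened by potassium depolarization with thallium stimulus after 20 min compound exposure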
# KCNK3 inh – human KCNK3 channel inhibitors, primary screen, CHO cells, FluxOR thallium flux, B-score. Potassium channel subfamily K member 3 (Homo sapiens), O14649. FluxOR fluorescence; active compounds read low. B-score at 10 µM. 340,000 compounds, 0.84% hits;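 active = B-score under library mean minus 4 SD, starting fluorescence ratio at most library mean plus 5 SD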;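 note: more negative B-score means stronger inhibition of thallium flux through KCNK3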
# Target sequence (O14649 whole entry, looked up): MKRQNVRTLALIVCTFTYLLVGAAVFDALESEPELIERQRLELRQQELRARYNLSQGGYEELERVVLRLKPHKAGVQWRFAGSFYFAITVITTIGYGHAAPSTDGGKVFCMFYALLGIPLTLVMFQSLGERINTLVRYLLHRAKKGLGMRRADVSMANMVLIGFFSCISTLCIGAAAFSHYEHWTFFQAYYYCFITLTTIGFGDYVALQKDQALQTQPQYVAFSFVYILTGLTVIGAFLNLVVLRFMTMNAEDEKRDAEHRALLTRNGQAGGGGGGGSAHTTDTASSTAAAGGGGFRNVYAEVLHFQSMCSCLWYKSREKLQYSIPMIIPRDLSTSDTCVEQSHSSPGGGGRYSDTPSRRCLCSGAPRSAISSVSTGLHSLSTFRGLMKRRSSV
# KCNQ1 pot – potentiators or activators of KCNQ1 channel, primary screen, cell-based, thallium flux, high-throughput; CHO-K1 KCNQ1, thallium flux FluxOR fluorescence; active compounds read high; B-score at 10 µM; 310,000 compounds, 0.35% hits;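 active = fluorescence ratio B-score, a plate-corrected score, at least three library SD, with initial intensity B-score within 5 SD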
#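 assay system = CHO-K1 cells stably expressing KCNQ1 | medium = assay buffer, equal DMSO in all wells | timing = 37 °C overnight plating, 90-min dark dye load, 20-min compound pretreatment | measured by = kinetic FluxOR thallium fluorescence, 10-s 1-Hz baseline, 110-s post-stimulus read | measure = fluorescence change relative to baseline, converted to B score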
# DYRK1A inh – rat Dyrk1A kinase inhibitors, primary screen, biochemical, single point, plate reader | AID 504441, 2011 | 310,000 compounds, 0.43% hits | inhibition, % at 12.5 µM | Dual specificity tyrosine-phosphorylation-regulated kinase 1A (Rattus norvegicus), Q63470 | ADP-Glo luminescence, NFATc1 peptide; in the data active = inhibition above about 50%;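 note: plate controls were vehicle with enzyme for no effect and no enzyme for full effect; many of its hits are not listed in these tables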
# HDAC3 inhib – HDAC3 deacetylase inhibitors, primary screen, biochemical, fluorescence, cell-free homogeneous; Histone deacetylase 3 (Homo sapiens), O15379; recombinant HDAC3, fluorogenic peptide/trypsin coupled; inhibition, % at 8.3 µM; 320,000 compounds, 0.15% hits; in the data active = inhibition above about 26%, passing the limit was not always enough; inconclusive = no clear call, values can overlap the other calls
# * hit, by the source's call; i = inactive; ? = inconclusive; nt = not tested or not shown. These rows are one share of the data; count on the stated rates, not on these rows.
SMILES,PolyA inhibitor,RGS4 pot,GSK3 alpha inh,KCNK9 inh,GSK3B inh,hERG protect,KCNQ1 inh,KCNK3 inh,KCNQ1 pot,DYRK1A inh,HDAC3 inhib
CCOC(=O)c1c(C)[nH]c(C(=O)COC(=O)C2CC2C)c1C (centres undefined),i,i,-5,i,0,-4,i,i,i,0,2
CN(C)CC1CCCCC1OC(=O)/C=C/c1ccc(Cl)cc1Cl (centres undefined),i,i,3,i,-4,-15,i,i,i,6,5
Cc1cc(C)n(-c2ccc(C(=O)O)cc2[N+](=O)[O-])n1,i,i,-1,i,6,-5,i,i,i,-2,-6
Oc1ccccc1C1OCC2(CO1)COC(c1ccccc1O)OC2 (centres undefined),i,i,0,i,3,1,i,i,i,1,6
O=C1[C@H]2[C@@H](c3ccc(F)cc3)N3C(=O)N(c4ccc(C(F)(F)F)cc4)C(=O)[C@@]3(Cc3ccccc3)[C@H]2C(=O)N1C1CCCCC1,i,i,-2,i,-2,-12,i,i,i,2,6
Cc1ccnc(SCCn2c(N3CCOCC3)nc3c2c(=O)[nH]c(=O)n3C)n1,nt,i,0,i,-27,-4,i,i,i,-5,6
COc1ccc(-c2cnnc(N/N=C/c3ccc(OC)c(OC)c3)n2)cc1,i,i,-3,i,2,-13,i,i,i,31,6
CCN1C(=O)S/C(=C/c2cn(C)c3ccccc23)C1=O,i,i,0,i,1,-4,i,i,i,1,-7
CN(C(=O)c1cccc(NC(=O)c2ccccc2)c1)C1CCCCC1,i,i,0,i,0,-11,i,i,i,-2,-3
Cc1cccc(C(=O)NCC(=O)Nc2ccc(S(=O)(=O)Nc3nc(C)cc(C)n3)cc2)c1,i,i,-4,i,-2,-9,i,i,i,5,-10
O=C(Oc1ccc(C(=S)N2CCOCC2)cc1)c1ccc(Br)cc1,i,i,-2,i,2,-8,i,i,i,-6,-9
COc1cccc(N(CC(=O)NC2CCCCC2)C(=O)Cn2nnc(-c3ccc(C)o3)n2)c1,i,i,nt,i,1,-8,i,i,i,-2,nt
O=C(NCC(c1ccco1)N1CCc2ccccc2C1)c1c(F)cccc1F (centres undefined),i,i,3,i,-3,-8,i,i,i,-1,0
COc1ccc(CNC(=O)c2ccc(NC(=O)C3=CSCCO3)cc2)cc1,i,i,0,i,-1,-3,i,i,i,12,?
CC(=O)Nc1c(-c2ccccc2)nc2ccc(Cl)cn12,i,i,1,i,-27,-9,i,i,i,3,-1
CCC(=O)n1nc(-c2cccnc2)nc1NCc1ccccc1,i,i,nt,i,-2,-13,i,i,i,-3,nt
O=C(CCS(=O)(=O)c1cccs1)Nc1ccc(C(=O)NC2CCN(Cc3ccccc3)CC2)cc1,i,i,-3,i,0,-11,i,i,i,8,2
Cc1ccc(NC(=S)NN2CCN(C)CC2)cc1,i,i,-5,i,3,-6,i,i,i,0,-1
CC1=NNC(=O)C1CCC(=O)N/N=C(\C)c1ccc(Cl)cc1 (centres undefined),i,i,1,i,-4,-14,i,i,i,-3,nt
Cc1cc(C)n2nc(-c3cnn(C)c3C(F)(F)F)cc2n1,i,i,2,i,1,-11,i,i,i,4,-14

# An excerpt from above, reduced to RGS4 pot.
smiles	RGS4 pot
CC1=NNC(=O)C1CCC(=O)N/N=C(\C)c1ccc(Cl)cc1 (centres undefined)	i
Cc1cc(C)n2nc(-c3cnn(C)c3C(F)(F)F)cc2n1	i

# Further structures.
SMILES,PolyA inhibitor,RGS4 pot,GSK3 alpha inh,KCNK9 inh,GSK3B inh,hERG protect,KCNQ1 inh,KCNK3 inh,KCNQ1 pot,DYRK1A inh,HDAC3 inhib
Cc1cc(C)nc(NC(=O)c2cc(-c3ccc4c(c3)OCO4)nc3ccccc23)c1,i,i,-5,i,-7,-25,i,i,i,3,10
Cc1cc(C)n2c(Br)c(CSc3nc4ccccc4s3)nc2n1,i,i,-2,i,-2,-11,i,i,i,1,1
COc1ccc(C(C2C(=O)CC(C)(C)CC2=O)C2C(=O)CC(C)(C)CC2=O)cc1COCC(F)(F)F,i,i,-1,i,0,-10,i,i,i,6,1
CCCCOc1ccc(C(=O)Nc2ccc3c(c2)C(=O)NC3=O)cc1,i,i,-1,i,1,-6,i,i,i,-2,-3

# An excerpt from above in order of formula weight, low to high:
SMILES,PolyA inhibitor,RGS4 pot,GSK3 alpha inh,KCNK9 inh,GSK3B inh,hERG protect,KCNQ1 inh,KCNK3 inh,KCNQ1 pot,DYRK1A inh,HDAC3 inhib
Cc1ccc(NC(=S)NN2CCN(C)CC2)cc1,i,i,-5,i,3,-6,i,i,i,0,-1
CC(=O)Nc1c(-c2ccccc2)nc2ccc(Cl)cn12,i,i,1,i,-27,-9,i,i,i,3,-1
CCC(=O)n1nc(-c2cccnc2)nc1NCc1ccccc1,i,i,nt,i,-2,-13,i,i,i,-3,nt
CC1=NNC(=O)C1CCC(=O)N/N=C(\C)c1ccc(Cl)cc1 (centres undefined),i,i,1,i,-4,-14,i,i,i,-3,nt
CCCCOc1ccc(C(=O)Nc2ccc3c(c2)C(=O)NC3=O)cc1,i,i,-1,i,1,-6,i,i,i,-2,-3
O=C(NCC(c1ccco1)N1CCc2ccccc2C1)c1c(F)cccc1F (centres undefined),i,i,3,i,-3,-8,i,i,i,-1,0
COc1ccc(CNC(=O)c2ccc(NC(=O)C3=CSCCO3)cc2)cc1,i,i,0,i,-1,-3,i,i,i,12,?
Cc1cc(C)n2c(Br)c(CSc3nc4ccccc4s3)nc2n1,i,i,-2,i,-2,-11,i,i,i,1,1
COc1cccc(N(CC(=O)NC2CCCCC2)C(=O)Cn2nnc(-c3ccc(C)o3)n2)c1,i,i,nt,i,1,-8,i,i,i,-2,nt
COc1ccc(C(C2C(=O)CC(C)(C)CC2=O)C2C(=O)CC(C)(C)CC2=O)cc1COCC(F)(F)F,i,i,-1,i,0,-10,i,i,i,6,1
O=C(CCS(=O)(=O)c1cccs1)Nc1ccc(C(=O)NC2CCN(Cc3ccccc3)CC2)cc1,i,i,-3,i,0,-11,i,i,i,8,2
